SENP1 FRET inh = human SENP1 catalytic domain inhibitors, primary screen, biochemical, FRET, uHTS. Sentrin-specific protease 1 (Homo sapiens), Q9P0U3. recombinant SENP1 catalytic domain, CyPet-SUMO1-YPet FRET cleavage. inhibition, % at 10 µM. hit rate 0.21% among 360,000;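 active = inhibition at least 30% at 10 µM, raw YFP signal under a set limit, fluorescence ratio 0.5 to 1.5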;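 note: 0% = enzyme with DMSO and 100% = no enzyme wells; some results filed as inactive read as strong as hits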
Target sequence (Q9P0U3 419-644 limits assumed): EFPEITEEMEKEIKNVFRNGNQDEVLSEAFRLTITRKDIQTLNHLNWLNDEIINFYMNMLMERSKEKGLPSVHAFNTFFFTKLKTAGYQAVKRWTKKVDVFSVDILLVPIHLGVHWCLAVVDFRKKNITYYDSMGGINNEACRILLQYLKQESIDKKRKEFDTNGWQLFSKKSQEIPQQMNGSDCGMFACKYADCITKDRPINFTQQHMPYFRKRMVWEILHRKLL
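Controls: no-enzyme wells low, DMSO-plus-enzyme wells high control. Test system: human recombinant His6-tagged SENP1 catalytic domain enzyme. Reagent: SFCypet-SUMO1-SFYpet FRET protein substrate, 25 nM final. Doses: one dose per compound, 10 µM, 0.5% DMSO. Detection: FRET, CFP and YFP emission. Timing: 50 min reaction at room temperature.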
SENP8 block-1 = human SENP8 protease inhibitors, primary screen, biochemical, fluorescence, Nedd8 protein substrate, uHTS. recombinant SENP8. Sentrin-specific protease 8 (Homo sapiens), Q96LD8. inhibition, % at 20 µM. hit rate 0.64% among 360,000. AID 602440, 2012; in the data active = inhibition mostly above about 40%, no sharp cut-off; inactive = mostly below about 27%
PfGluPho inh = PfG6PD enzyme inhibitors, primary screen, biochemical, fluorescence intensity, uHTS; hit rate 0.78% among 350,000; inhibition, % at 20 µM; AID 504690, 2011; PfGluPho enzyme, NADPH resazurin-diaphorase fluorescence;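 active = inhibition reaching at least a set limit at 20 µM in the primary screen, cut at about 59% in these data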;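 note: 0% = DMSO wells with substrate and 100% = DMSO wells lacking glucose-6-phosphate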
HKDC1 inhibitor = HKDC1 hexokinase inhibitors, primary screen, biochemical, fluorescence, uHTS. recombinant HKDC1, G6PDH/diaphorase resazurin coupled fluorescence. inhibition, % at 20 µM. AID 493160, 2011. hit rate 0.16% among 340,000. Q2TB90;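 active = inhibition above about 35% when tested at 20 µM, limit read from the data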;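 note: plate controls were DMSO wells with enzyme for no effect and DMSO wells lacking enzyme for full effect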
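Material: recombinant HKDC1 hexokinase; Amount: HKDC1 at 5 µg/mL; Medium: Tris pH 8.0 buffer with MgCl2, Tween-20, BSA, BME; Schedule: 90 min reaction incubation at room temperature, dark; Technique: coupled resazurin fluorescence, excitation 525 nm, emission 613 nm.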
SENP8 block-2 = SENP8 protease inhibitors, primary screen, biochemical, luminescence; Sentrin-specific protease 8 (Homo sapiens), Q96LD8; purified SENP8, Z-RLRGG-aminoluciferin cleavage; inhibition, % at 10 µM; hit rate 1.2% among 330,000; AID 2540, 2010; in the data active = inhibition above about 50%
SENP6 block = SENP6 protease inhibitors, primary screen, biochemical, luminescence, uHTS | Sentrin-specific protease 6 (Homo sapiens), Q9GZR1 | Recombinant SENP6 catalytic domain, aminoluciferin luminescence | inhibition, % at 10 µM | hit rate 1.8% among 330,000 | AID 2599, 2010;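 active = inhibition above about 50% at the single tested dose, limit read from the data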;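 note: plate controls were DMSO wells with enzyme for no effect and DMSO wells lacking enzyme for full effect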
Target sequence (Q9GZR1 628-1112 limits assumed): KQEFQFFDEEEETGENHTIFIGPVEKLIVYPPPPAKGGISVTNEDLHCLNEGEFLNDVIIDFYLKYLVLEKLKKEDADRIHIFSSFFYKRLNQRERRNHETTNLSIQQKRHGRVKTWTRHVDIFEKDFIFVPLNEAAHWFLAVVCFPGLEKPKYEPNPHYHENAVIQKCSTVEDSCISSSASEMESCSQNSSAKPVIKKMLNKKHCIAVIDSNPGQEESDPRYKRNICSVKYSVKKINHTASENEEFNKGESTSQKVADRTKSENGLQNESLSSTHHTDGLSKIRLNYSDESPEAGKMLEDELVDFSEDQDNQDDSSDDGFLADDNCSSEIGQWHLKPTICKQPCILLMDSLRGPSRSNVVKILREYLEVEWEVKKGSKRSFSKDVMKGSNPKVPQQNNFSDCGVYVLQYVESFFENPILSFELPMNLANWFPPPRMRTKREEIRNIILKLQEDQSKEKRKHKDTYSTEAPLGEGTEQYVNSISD
NLRP3 yeast inh = NALP3 inflammasome inhibitors in reconstituted yeast, primary screen, luminescence, uHTS | hit rate 0.39% among 330,000 | Yeast reconstituted NLRP3/ASC/caspase-1, beta-gal luminescence, 24 h | inhibition, % at 10 µM;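 active = inhibition of 50% or more; inactive = inhibition below 50%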;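 note: plate controls were induced DMSO wells for no effect and uninduced yeast grown without galactose for full effect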
Apaf-1 inh = inhibitors of human Apaf-1 apoptosome, primary screen, biochemical, DEVD-Rh110 fluorescence, uHTS; Apoptotic protease-activating factor 1 (Homo sapiens), O14727; reconstituted apoptosome caspase-3 activity; inhibition, % at 20 µM; hit rate 0.71% among 330,000; AID 489030, 2010; active = inhibition of at least 40% at 20 µM;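 note: plate controls were DMSO wells for no effect and DEVD-CHO caspase inhibitor wells for full effect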
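Material: reconstituted apoptosome with Apaf-1, cytochrome c, caspase-9, procaspase-3, dATP; medium: pH 7.5 Hepes buffer with CHAPS, BSA, DTT; also added: cytochrome c and DEVD-Rh110 substrate; timing: 30 min plus 50 min, RT; signal: Rh110 fluorescence intensity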
SENP7 inh = SENP7 protease inhibitors, primary screen, biochemical, luminescence, uHTS | Sentrin-specific protease 7 (Homo sapiens), Q9BQF6 | recombinant SENP7, Z-RLRGG-aminoluciferin luminescence, 40 min | inhibition, % at 5 µM | hit rate 1.5% among 330,000;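 active = inhibition above about 50% at the single test dose, limit read from the data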;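 note: plate controls were DMSO with enzyme for no effect and no enzyme buffer wells for full effect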
Target sequence (Q9BQF6 706-1050 limits assumed): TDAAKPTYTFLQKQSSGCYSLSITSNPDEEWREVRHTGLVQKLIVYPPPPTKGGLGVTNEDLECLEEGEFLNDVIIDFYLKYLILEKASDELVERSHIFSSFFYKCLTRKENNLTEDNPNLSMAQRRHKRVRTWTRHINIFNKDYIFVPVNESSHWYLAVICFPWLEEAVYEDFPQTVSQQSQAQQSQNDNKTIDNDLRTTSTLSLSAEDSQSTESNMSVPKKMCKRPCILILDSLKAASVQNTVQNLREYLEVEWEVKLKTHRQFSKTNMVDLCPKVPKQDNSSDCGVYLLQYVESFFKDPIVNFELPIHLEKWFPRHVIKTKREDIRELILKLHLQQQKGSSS
Starred values were filed as active, the others as inactive; · = no result given.

SMILES	SENP1 FRET inh	SENP8 block-1	PfGluPho inh	HKDC1 inhibitor	SENP8 block-2	SENP6 block	NLRP3 yeast inh	Apaf-1 inh	SENP7 inh
CNS(=O)(=O)c1cccc(C(=O)OCc2cc(=O)n3cc(Br)ccc3n2)c1	0	-151	5	-5	-9	-36	11	-4	1
CCOC(=O)[C@H]1[C@H]2COc3ccc(Cl)cc3[C@@H]2N2C(=O)CN(C)C(=O)[C@@]12C	1	7	-15	-4	0	-2	17	-9	-2
O=C1CC(c2ccccc2)CC(O)=C1C=NCCN1CCNCC1 (stereo not given)	-2	9	2	3	1	-20	10	7	-1
COCCN(C(=S)Nc1ccc(OC)cc1)C(C)c1cccs1 (stereo not given)	2	13	8	-10	3	-4	6	6	4
CC(C)(C)c1cc(C(=O)NCCN2CCCC2)cc(C(C)(C)C)c1	-1	13	6	-13	-5	11	16	4	12
COc1ccc(NC(=O)Nc2ccc(C(C)C)cc2)cc1	3	16	8	4	-4	-1	24	1	0
CCOc1ccc(N/C(N)=N/c2nc(C)cc(C)n2)cc1	1	6	12	-6	-3	-10	2	3	6
Cc1c(-c2ccccc2)oc2c(C(=O)OCC(=O)Nc3ccc(C(N)=O)cc3)cccc2c1=O	-2	8	-15	-3	8	12	8	-6	4
CCC(Oc1ccccc1)C(=O)Nc1nnc(C(F)(F)F)s1 (stereo not given)	0	24	-27	1	-1	1	15	-4	6
CCOC(=O)C1(CCOc2ccccc2)CCN(Cc2ccc(-n3cccn3)cc2)CC1	-1	10	-1	-2	4	4	23	21	4
Cc1ccc(N/C=C2\C(=O)C3(C)CCC2C3(C)C)cc1C (stereo not given)	1	-47	14	14	4	1	17	-1	-2
CCOC(=O)c1c(N)c(C#N)cn1-c1ccccc1	1	-8	11	-11	-6	-10	1	2	-11
CC(C)Cn1cnc2c1c(=O)n(CC(=O)Nc1ccc3c(c1)OCO3)c(=O)n2Cc1ccccc1	-3	10	19	-5	-12	7	13	20	-11
COc1ccc(NC(=O)CCC(=O)Nc2cc(OC)c(NC(=O)c3ccco3)cc2OC)c(OC)c1	3	-3	-8	2	-3	-14	3	9	-3
C=CCn1cccc(C(=O)Nc2ccc(OC)c(OC)c2)c1=O	1	6	-9	-5	9	-10	7	9	4
Cc1ccc(CNC(=O)CNC(=S)N(Cc2ccccc2)Cc2cccnc2)cc1	-1	8	5	-4	-2	13	6	-4	5
COc1ccc(CNc2nc3nc(-c4ccccc4)cc(=O)n3[nH]2)cc1OC	1	-186	9	0	7	-9	1	-1	2
O=C(NCc1ccccc1)C(Cc1ccccc1)NS(=O)(=O)c1cccc2nsnc12 (stereo not given)	1	14	2	-4	0	-15	12	4	-19
Cc1cccc(C)c1NC(=O)CN(C)C(=O)C1CCN(c2ncnc3sc(C)c(C)c23)CC1	-2	2	2	1	5	1	6	7	-3
Cn1c(CSc2nc3ccccc3s2)n[nH]c1=S	3	-4	17	-5	-2	-10	12	8	5
CCOc1ccc(NC(=O)CSc2nnc(C)n2CC)cc1	-2	2	-13	1	-6	5	16	-17	-5
c1ccc(C(c2ccccc2)N2CCN(Cc3nc(-c4cnccn4)no3)CC2)cc1	-1	16	-12	7	-7	-8	-30	-15	4
CNC(=O)C(=O)NCC(c1cccs1)S(=O)(=O)c1ccc(F)cc1 (stereo not given)	1	13	-7	0	-1	-2	1	8	6
Cc1noc(C)c1C(=O)NCCc1ccccc1	0	27	-24	-5	-9	-34	12	14	-3
CCOc1ccc(NC(C(=O)Nc2cccc(C(C)=O)c2)c2ccccc2)cc1 (stereo not given)	0	2	13	-2	-3	-5	9	7	6

The list continues:
SMILES	SENP1 FRET inh	SENP8 block-1	PfGluPho inh	HKDC1 inhibitor	SENP8 block-2	SENP6 block	NLRP3 yeast inh	Apaf-1 inh	SENP7 inh
NC(=O)c1ccc(-c2ccccc2F)cc1	0	28	13	-1	-5	-4	10	7	-9
COc1cc(C=O)ccc1OCCCOc1ccccc1C(=O)O	1	16	-2	-3	-7	-14	-3	-10	0
CC(=O)Nc1cccc2c1OCCO2	-1	8	-9	-1	-1	36	1	-6	5
C[C@H](C(=O)NCc1ccccc1)C(=O)c1ccccc1	0	1	-25	-2	-6	-10	1	0	8
COc1ccc(C(=O)NCCc2nnc(SCC(=O)Nc3ccc(Br)cc3)n2C)cc1	-1	-4	-13	-10	-4	1	9	-15	1
Cc1c(NS(=O)(=O)c2ccc(N=NN(C)C)cc2)c(=O)n(-c2ccccc2)n1C	-1	5	-23	-2	-6	2	10	-15	1
Cc1cccc(CC(Cc2nc3ccccc3[nH]2)c2nc3ccccc3[nH]2)c1 (stereo not given)	0	14	26	-1	-7	-1	6	-2	-9
COc1ccc(-c2noc(CCC(=O)N3CCN(c4ccc(C(F)(F)F)cc4)CC3)n2)cc1	-2	12	-13	-5	·	·	·	17	6
CCCS(=O)(=O)N1CCN(Cc2ccco2)CC1	-1	12	14	-2	-5	9	18	-4	0
O=C(CSc1ncccn1)NCc1ccc2c(c1)OCO2	-2	3	-10	-2	0	-27	13	16	1
Cc1nnc(SCc2ccccc2C#N)n1-c1ccccc1	1	20	-5	-2	-1	-9	-13	5	4
CCCCn1c(=S)[nH]c2cc(S(=O)(=O)N3CCCCC3)ccc21	0	16	30	0	-4	-15	33	28	0
CCOC(=O)N1CCN(C(=O)c2c(-c3c(Cl)cccc3Cl)noc2C)CC1	-1	6	-11	-6	-4	-2	8	7	-1
Cc1cccc(/C=N\NC(=O)c2csnn2)c1	1	11	29	-8	3	6	14	-4	24
c1cc(CCCc2ccncc2)ccn1	1	18	1	-6	4	-11	11	-12	-5
CC(C)N1CCN(Cc2cccc(-n3cccn3)c2)CC1CCO (stereo not given)	3	8	7	-4	-10	-3	14	-10	-4
CCCCCOC(=O)c1cc(=O)[nH]c2ccccc12	2	-172	-3	-3	1	7	13	7	1
COc1ccc(NC(=O)Cc2nnc(SCC(=O)c3ccc(F)cc3)n2C)cc1	6	3	2	0	2	-13	13	5	5
COc1ccc(CC(=O)NCc2ccccc2Cl)cc1S(=O)(=O)N1CCOCC1	1	2	1	-8	-6	-4	0	2	-10
COc1cc2oc3ccccc3c2cc1N(CC(=O)N(C)C)S(=O)(=O)c1ccc(C)cc1	1	12	1	-2	-4	-15	7	-7	-7
COC(=O)Nc1nnc(/C=C/c2ccc(OC)cc2)s1	-25	-400	-7	0	37	59*	16	7	-1
COc1ccc(S(=O)(=O)N2CCC(C(=O)NCCC(=O)NCc3ccncc3)CC2)cc1	0	15	10	-2	4	5	4	-6	-3
O=C(CSc1nccc(=O)[nH]1)Nc1ccc(F)c(Cl)c1	1	8	-6	-1	8	13	8	-5	8
Cc1ccccc1OCc1nc2ccc(S(=O)(=O)N3CCOCC3)cc2[nH]1	-24	-13	64*	-16	0	15	-10	-7	5
COc1cc(OC)c(C2N(c3ccc(Cl)cc3)C(=O)C3CCCN32)cc1OC (stereo not given)	-3	-18	-1	0	-3	9	-11	5	-8

A section from further up:
SMILES	SENP1 FRET inh	SENP8 block-1	PfGluPho inh	HKDC1 inhibitor	SENP8 block-2	SENP6 block	NLRP3 yeast inh	Apaf-1 inh	SENP7 inh
NC(=O)c1ccc(-c2ccccc2F)cc1	0	28	13	-1	-5	-4	10	7	-9
COc1cc(C=O)ccc1OCCCOc1ccccc1C(=O)O	1	16	-2	-3	-7	-14	-3	-10	0
CC(=O)Nc1cccc2c1OCCO2	-1	8	-9	-1	-1	36	1	-6	5

The list continues.
SMILES	SENP1 FRET inh	SENP8 block-1	PfGluPho inh	HKDC1 inhibitor	SENP8 block-2	SENP6 block	NLRP3 yeast inh	Apaf-1 inh	SENP7 inh
CC(C)Cc1csc(NC(=O)c2ccc(Br)cc2)c1C(=O)O	2	7	-7	-4	88*	94*	-3	0	-5
O=C(NCCc1ccco1)c1nn(Cc2ccccc2)c(=O)c2ccccc12	-1	13	8	5	-1	-2	-1	11	3
Cc1ccc(Nc2nnc(-c3ccccc3N)o2)cc1C	0	-433	16	-2	-8	-3	21	-2	63*
O=C(NCc1ccc(Cl)cc1)c1noc2c1CCCCC2	0	2	-2	-8	-8	-4	27	8	-12
c1ccc(NC2=NCCN2CC2CCCC2)cc1	-1	10	5	-1	-11	-5	18	-2	1
Cc1ccc(OCC(O)CN2CCN(Cc3ccc4c(c3)OCO4)CC2)cc1C (stereo not given)	2	13	2	-5	-10	-7	16	8	-2
O=C(Nn1cnc2ccccc2c1=O)c1ccc(Cl)c([N+](=O)[O-])c1	0	20	-10	-5	3	-15	2	1	2
S=C1NC2=C(C(c3ccc(Br)cc3)N1)N1CCC2CC1 (stereo not given)	3	20	17	-1	1	-14	4	-8	18
CC1=NNC(=O)C1CCC(=O)N/N=C(\C)c1ccccc1 (stereo not given)	1	12	-10	-4	-11	-11	-3	5	-8
Cc1cc(SCCC(=O)O)nc2ccccc12	-1	2	-12	-7	-10	-12	18	2	0
Cc1ccc(NC(=O)COC(=O)Cc2ccccc2)cc1S(=O)(=O)N1CCOCC1	2	4	-4	-4	1	13	12	2	7
Cc1ccc(NC(=O)CN(c2ccccc2)S(=O)(=O)N(C)C)cc1	2	3	3	-5	-6	-2	-3	4	4
CC(=O)Nc1nnc(SCC(=O)Nc2ccc3c(c2)OCCO3)s1	2	8	-18	-2	2	14	12	-2	4
Cc1noc(C)c1NC(=O)N(C)C[C@H]1Oc2ccc(NC(=O)C3CCCCC3)cc2C(=O)N([C@H](C)CO)C[C@@H]1C	-1	8	6	-3	5	-14	1	-2	-1
CCCn1c(SCC(=O)N2CCN(CC)CC2)nc2c1c(=O)n(C)c(=O)n2C	-1	14	-7	-4	2	-11	11	4	-2
Cc1c(Br)c([N+](=O)[O-])nn1CC(=O)NCc1cccnc1	1	14	-13	14	9	2	16	-11	0
Cc1ccc(NC(=O)CSc2nc(N)c(-c3ccccc3)c(=O)[nH]2)cc1Cl	-1	-144	-23	-7	-2	-11	16	-6	-7
CCOC(=O)/C(C#N)=C/c1ccc(OCC(=O)Nc2ccccc2)c(OC)c1	0	-132	-5	4	-4	-14	-6	20	-8
O=c1c2ccccc2c(C=NCCCN2CCOCC2)c(O)n1Cc1ccc2c(c1)OCO2	-3	8	8	-4	-6	-4	15	15	4
Cc1ccc(S(=O)(=O)NC(=O)NC(C)c2ccc(F)cc2)cc1 (stereo not given)	-1	11	-16	-5	-4	-13	-1	5	9
CC(=O)Nc1ccc(S(=O)(=O)N2CCN(CC3CC4C=CC3C4)CC2)cc1 (stereo not given)	0	9	-9	-3	-7	-6	8	5	-6

From PubChem
